Screens as filed in PubChem.
XBP1 UPR activ = activators of adaptive XBP1 UPR arm, primary screen, cell-based, CHO-XBP1 luciferase reporter, luminescence, uHTS; IRE1-XBP1 UPR activation; percent of tunicamycin response, DMSO as zero; activation, % at 20 µM; hit rate 0.33% among 330,000;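 active means versus positive control, 20 µM dose yields 30% or more activation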;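 further: 100% = tunicamycin at 10 µg/mL and 0% = DMSO only wells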
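Test system: CHO-XBP1 luciferase reporter cells | Buffer or medium: Serum-containing F12 medium, 10% FBS | Schedule: 6 h compound exposure at 37 °C, 5% CO2 | Detection: Steady-Glo luciferase glow luminescence, 10 min after reagent addition | Read-out basis: Activation, % of tunicamycin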
Jurkat NFkB inh = inhibitors of induced NF-kB luciferase reporter, primary screen, TCR NF-kB activation inhibitor project, cell-based, luminescence, uHTS; AID 435003, 2010; Jurkat, PMA/ionomycin-induced NF-kB luciferase reporter; hit rate 0.53% among 330,000; inhibition, % at 4 µM; in the data active means inhibition above about 50%
CHOP UPR activ = activators of apoptotic CHOP UPR arm, primary screen, cell-based, CHO-CHOP luciferase reporter, luminescence, uHTS; UPR activation; percent of tunicamycin response over DMSO baseline; activation, % at 10 µM; hit rate 0.34% among 330,000; AID 449763, 2010;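 active means at 10 µM dose, activation of 40% or more, normalized to positive control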;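 further: 100% = tunicamycin at 10 µg/mL and 0% = DMSO alone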
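Dosing – one dose, 10 µM in 0.5% DMSO · System – CHO-CHOP cells, stable luciferase reporter of PERK-eIF2a-CHOP signalling · Input – 500 cells/well · Control set – tunicamycin 10 µg/mL final as positive, DMSO-only wells as negative · Timing – 6 h compound treatment, 37 °C · Measure – % activation vs tunicamycin · Technique – luminescence read with Steady-Glo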
TIM10 inh = growth inhibitors of isogenic TIM10 control yeast, primary screen, counter-screen for tim10-1 yeast inhibitor project, luminescence, uHTS; inhibition, % at 10 µM; S. cerevisiae TIM10 strain growth, BacTiter-Glo luminescence, 24 h; hit rate 1.4% among 330,000; AID 463195, 2010;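 active means inhibition of 40% or more at the single tested concentration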;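 further: wild-type TIM10 isogenic control strain grown at permissive 25 °C; 0% = DMSO yeast wells and 100% = minimal medium wells without yeast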
697 NFkB inh = inhibitors of PMA/ionomycin-induced NF-kB reporter, 697 cells, primary screen, B-cell NF-kB inhibitor project, cell-based, luminescence, uHTS | 697 B-cell NF-kB luciferase reporter, 16 h | inhibition, % at 4 µM | hit rate 0.33% among 330,000 | AID 435022, 2010; in the data active means inhibition above about 35%
tim10-1 inh = growth inhibitors of tim10-1 mutant yeast, primary screen, luminescence, uHTS; S. cerevisiae tim10-1 ts strain growth, BacTiter-Glo, 24 h; inhibition, % at 20 µM; hit rate 2.2% among 330,000; AID 463190, 2010;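 active means inhibition of at least 40%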;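 further: mutant grown at 25 °C; 0% = DMSO wells with yeast and 100% = wells holding no yeast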
Mdm2-MdmX inh = inhibitors of human Mdm2-MdmX association, primary screen, cell-based, luminescence, split luciferase, SaOS-2, uHTS; Protein Mdm4 (Homo sapiens) + E3 ubiquitin-protein ligase Mdm2 (Homo sapiens), …; AID 485346, 2010; SaOS-2 split-luciferase Mdm2/MdmX complementation; inhibition, % at 8 µM; hit rate 3% among 330,000;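 active means inhibition of at least 50% at 8 µM in the primary screen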
Target sequence (O15151 whole entry, looked up): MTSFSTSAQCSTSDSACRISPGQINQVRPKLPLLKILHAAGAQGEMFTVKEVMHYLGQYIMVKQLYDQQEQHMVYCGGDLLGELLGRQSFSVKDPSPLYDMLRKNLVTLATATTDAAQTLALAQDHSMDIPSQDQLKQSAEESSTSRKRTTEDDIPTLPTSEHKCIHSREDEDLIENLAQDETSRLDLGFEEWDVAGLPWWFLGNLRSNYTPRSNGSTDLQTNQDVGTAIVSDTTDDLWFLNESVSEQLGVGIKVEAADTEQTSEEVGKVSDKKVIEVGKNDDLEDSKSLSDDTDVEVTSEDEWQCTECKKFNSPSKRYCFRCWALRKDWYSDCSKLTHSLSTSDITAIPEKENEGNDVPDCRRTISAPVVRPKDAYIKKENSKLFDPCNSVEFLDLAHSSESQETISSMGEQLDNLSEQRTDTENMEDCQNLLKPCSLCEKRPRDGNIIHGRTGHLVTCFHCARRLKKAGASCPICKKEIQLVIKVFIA
Target sequence (Q00987 whole entry, looked up): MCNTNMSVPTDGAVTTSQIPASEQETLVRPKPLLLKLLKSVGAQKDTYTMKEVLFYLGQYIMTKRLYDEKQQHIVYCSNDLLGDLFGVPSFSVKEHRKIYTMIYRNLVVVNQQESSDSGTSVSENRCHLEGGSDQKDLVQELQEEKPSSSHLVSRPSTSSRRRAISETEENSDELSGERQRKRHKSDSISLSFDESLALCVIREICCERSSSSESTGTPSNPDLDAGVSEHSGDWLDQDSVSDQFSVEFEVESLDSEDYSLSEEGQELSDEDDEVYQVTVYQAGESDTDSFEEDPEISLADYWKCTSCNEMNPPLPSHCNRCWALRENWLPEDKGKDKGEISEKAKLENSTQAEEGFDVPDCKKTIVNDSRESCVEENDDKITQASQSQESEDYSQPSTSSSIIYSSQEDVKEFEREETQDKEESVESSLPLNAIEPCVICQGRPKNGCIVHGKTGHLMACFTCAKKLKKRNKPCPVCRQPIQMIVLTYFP
tim23-1 inh = growth inhibitors of tim23-1 mutant yeast, primary screen, luminescence, uHTS; S. cerevisiae tim23-1 growth, BacTiter-Glo luminescence, 24 h; AID 463212, 2010; inhibition, % at 20 µM; hit rate 1.3% among 330,000;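 active means growth inhibition of the mutant yeast at or above 50%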;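 further: temperature-sensitive mutant grown at 25 °C; plate controls were DMSO-treated mutant yeast for no effect and medium wells lacking yeast for full effect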
Starred values were filed as active, the others as inactive.

SMILES	XBP1 UPR activ	Jurkat NFkB inh	CHOP UPR activ	TIM10 inh	697 NFkB inh	tim10-1 inh	Mdm2-MdmX inh	tim23-1 inh
COc1cc(OC)c2c(-c3ccccc3)cc(=O)oc2c1C(CCN1CCCC1)c1ccc2c(c1)OCO2 (stereo not drawn)	6	-3	3.1	2	8	1	81*	-1
CN1CCN(c2ccccc2NC(=O)c2ccc(N3CCCCC3)c([N+](=O)[O-])c2)CC1	2	-15	-1.6	-10	-6	-22	-3	-14
O=C(CNC(=O)c1ccc(N2C(=O)c3ccccc3C2=O)cc1)OCC(=O)c1cccc2ccccc12	-2	10	-0.8	-9	19	8	9	-8
CN1/C(=C\C(=O)Nc2ccc(F)cc2)C(C)(C)c2ccccc21	3	-11	6.2	48*	10	45*	20	68*
CC(Oc1ccc(Cl)cc1Cl)C(=O)NCCCn1ccnc1 (stereo not drawn)	-2	-13	1.5	8	-16	13	9	0
CCS(=O)(=O)NCC(c1ccco1)N1CCN(c2ccccc2F)CC1 (stereo not drawn)	-3	8	0.3	14	10	11	6	16
CN(Cc1ccc(C(F)(F)F)cc1)C(=O)C1CC(=O)N(Cc2ccco2)C1 (stereo not drawn)	0	-2	-0.3	-3	-7	10	2	3
Cc1ccc(NC(=O)c2cnccn2)nc1	-2	-59	4.4	3	-63	1	53*	5
N#C/C(=C(/O)COC(=O)c1ccc(Cl)c(S(=O)(=O)N2CCOCC2)c1)c1nc2ccccc2[nH]1	0	-5	3.3	-9	5	16	13	15
CCn1c(SCC(=O)NCc2cccs2)nnc1-c1ccco1	-2	-3	1.5	12	9	4	-1	7
O=C(Cn1cnc([N+](=O)[O-])c1)Nc1ccccc1C(F)(F)F	-4	-6	1.1	8	13	1	12	0
CC(C)N1CCc2c(sc(NC(=O)c3ccc([N+](=O)[O-])o3)c2C(N)=O)C1	-6	39	5.7	-5	-8	28	89*	16

Grouped by structure, those above with a CF3 group
SMILES	XBP1 UPR activ	Jurkat NFkB inh	CHOP UPR activ	TIM10 inh	697 NFkB inh	tim10-1 inh	Mdm2-MdmX inh	tim23-1 inh
CN(Cc1ccc(C(F)(F)F)cc1)C(=O)C1CC(=O)N(Cc2ccco2)C1 (stereo not drawn)	0	-2	-0.3	-3	-7	10	2	3
O=C(Cn1cnc([N+](=O)[O-])c1)Nc1ccccc1C(F)(F)F	-4	-6	1.1	8	13	1	12	0

(list continues)
SMILES	XBP1 UPR activ	Jurkat NFkB inh	CHOP UPR activ	TIM10 inh	697 NFkB inh	tim10-1 inh	Mdm2-MdmX inh	tim23-1 inh
CCCCNC(=O)CSc1nc2cc3c(cc2c(=O)n1Cc1ccco1)OCO3	0	8	0.1	18	-5	14	-4	8
NC(=S)Nc1nccc(-c2cccs2)n1	4	-23	1.5	10	-15	11	-17	-2
COc1ccccc1N(CC(=O)NCCc1ccccc1)C(=O)CCC(=O)Nc1ccccn1	1	-6	1.0	-8	1	9	-7	10
CC1CN(CC(O)COc2ccc(C#N)cc2)CCN1CC(O)COc1ccc(C#N)cc1 (stereo not drawn)	-5	10	-1.5	9	-26	-27	8	-13
CCOC(=O)[C@H](CCc1ccccc1)N[C@@H](C)C(=O)N1CCC[C@@H]1C(=O)O	-6	-3	-0.8	-1	14	-3	3	-4
CCC(C)(C)NC(=O)COc1ccc(OCc2ccccc2)cc1	0	-7	0.7	-4	17	25	26	17
CCCN(Cc1cc2cc(C)ccc2[nH]c1=O)S(C)(=O)=O	-1	-4	1.0	-21	-2	14	11	4
Cc1ccccc1CC1CCN(CCCNC(=O)Nc2ccccc2)CC1	-5	0	2.0	-11	-4	0	3	15
Cn1c(=O)cc(Nc2ccccc2)c2c(=O)n(-c3ccccc3)c(=O)n(-c3ccccc3)c21	-5	-7	1.0	7	43*	-11	9	10
COc1ccc(OCc2cccc(C(=O)O)c2)cc1	-14	88*	-11	0	80*	4	85*	14
COc1cccc(CNC(=O)COC(=O)CCc2cc(OC)c(OC)c(OC)c2)c1	2	0	-0.7	3	-3	12	10	8
CCOc1ccc(NC(=O)CSc2nnc(Cc3cccn3C)n2-c2ccc(F)cc2)cc1	-1	-5	-2.5	10	7	17	-7	11
CC(=O)/C=C1\SC(CC(=O)O)C(=O)N1c1ccccc1 (stereo not drawn)	-4	-3	0.1	13	5	19	-12	15
O=C(CSc1ccc2nnc(-c3ccccn3)n2n1)Nc1cccc(F)c1	0	9	-0.1	14	-55	3	7	31
COc1ccc(NC(=O)c2cccs2)cc1NC(=O)c1ccco1	1	-3	3.4	16	16	-4	29	38
Nc1nc(SCC(=O)Nc2ccc(Cl)cc2)[nH]c(=O)c1-c1ccccc1	-4	20	-1.5	-8	-11	-6	27	0
N#CCOc1nc(N2CCCCC2)nc(N2CCCCC2)n1	3	10	-1.6	8	-16	23	4	35
COc1ccc(-c2nnc(SC(C)C(=O)NC3CC3)o2)cc1 (stereo not drawn)	-1	-2	1.2	12	-2	-9	20	14
Cc1ccccc1OCC(=O)Nc1sc2c(c1C#N)CC(C)(C)NC2(C)C	-3	-2	1.5	12	-13	7	24	25
CCOC(=O)c1c(C)[nH]c(C)c1C(=O)COC(=O)COc1ccc(Cl)c(C)c1	-2	6	1.5	6	3	26	17	35
O=C(CN(C(=O)CNS(=O)(=O)c1ccccc1)c1ccc(Cl)cc1)NCC1CCCO1 (stereo not drawn)	-1	3	-1.6	15	21	-10	-9	3
CCOc1cc(N2CCOCC2)c(OCC)cc1NC(=O)CCC1CCCC1	-3	-2	-1.5	13	1	17	27	18
Cc1ccc(NC(NC(=O)c2ccccc2[N+](=O)[O-])C(Cl)(Cl)Cl)cc1 (stereo not drawn)	-2	-7	0.5	6	-3	34	28	22
CC(=O)Nc1ccc(NC(=O)C(Sc2ccccc2)c2ccccc2)cc1 (stereo not drawn)	-1	1	0.9	18	-9	-9	24	9
COCCN1CCn2c(nc3cc(NC(=O)NC4CCCCC4)ccc32)C1	2	-5	3.0	-4	-14	9	16	13
COc1ccc(NC(=S)Nc2ccccc2Cl)cn1	-2	2	-1.1	-14	-5	8	17	25
COc1ccc(NC(=O)NC2(C(=O)N3CCCCCC3)CCCCC2)cc1	0	4	-0.2	-3	-10	15	-15	10
C=CCOc1ccc(CNc2nccs2)cc1OCC	-4	-15	-3.1	5	1	16	-9	5
Cc1ccc(N2C(=O)CC3(CCCC3)CC2=O)cc1	1	-13	-0.1	6	-2	2	10	-3
O=C(C(Cl)Cl)N1CCN(Cc2ccccc2)CC1	-4	0	16	-11	3	4	9	11
N#Cc1c(-c2ccccc2Cl)cc(-c2ccccc2)[nH]c1=S	-2	-10	-1.6	21	8	28	-4	21
COc1cc(C)ccc1NC(=O)Cc1csc(NC(=O)Nc2ccccc2OC)n1	-1	6	-1.2	9	-9	6	24	19
COc1ccc(NC(=O)c2cnn(-c3ccccc3)c2C)cc1	-6	-129	1.3	2	-141	-9	-97	21
COc1cccc(N2CC(O)=C(c3nc4ccccc4s3)C2=N)c1	3	-32	4.7	5	-188	2	70*	7
CNC(=S)Nc1cccc(C(=O)O)c1	0	-13	-1.3	-9	14	2	-24	8
O=C(NCc1ccc2c(c1)OCO2)C(=O)Nc1ccccc1	0	-24	2.2	6	-32	6	30	-24

Single records, from the list above:
COc1cccc(N2CC(O)=C(c3nc4ccccc4s3)C2=N)c1 in the list: XBP1 UPR activ: 3; Jurkat NFkB inh: -32; CHOP UPR activ: 4.7; TIM10 inh: 5; 697 NFkB inh: -188; tim10-1 inh: 2; Mdm2-MdmX inh: 70*; tim23-1 inh: 7
COc1ccc(NC(=O)NC2(C(=O)N3CCCCCC3)CCCCC2)cc1 in the list: XBP1 UPR activ: 0; Jurkat NFkB inh: 4; CHOP UPR activ: -0.2; TIM10 inh: -3; 697 NFkB inh: -10; tim10-1 inh: 15; Mdm2-MdmX inh: -15; tim23-1 inh: 10

The list goes on:
SMILES	XBP1 UPR activ	Jurkat NFkB inh	CHOP UPR activ	TIM10 inh	697 NFkB inh	tim10-1 inh	Mdm2-MdmX inh	tim23-1 inh
O=C(O)c1cc(NC(=O)C2CCCO2)cc(C(=O)O)c1 (stereo not drawn)	-4	7	0.1	-4	7	-15	11	5
Cc1cc(NC(=O)c2cccc(S(=O)(=O)N3CCCCC3)c2)no1	-5	6	2.2	-5	0	13	4	15
CCOC(=O)N1CCC(c2[nH][nH]c(=O)c2C)CC1	-1	6	1.5	7	-6	14	-15	13
CCCCC(=O)Nc1ccc2c(c1)nc1n2CCOC1	2	-44	3.8	-5	-56	0	-11	7
Cc1c(CC(=O)NCCC(=O)O)c(=O)oc2cc3oc4c(c3cc12)CCCC4	-1	16	-0.8	11	17	4	3	2
O=C(O)C1CCCCC1C(=O)NCCCN1CCOCC1 (stereo not drawn)	-2	5	-1.4	-4	0	-10	27	16
CCOc1ccc(C2Nc3ccc4ccccc4c3-c3c2c(=O)oc2ccccc32)cc1 (stereo not drawn)	8	27	5.3	8	13	-4	68*	20
COc1ccccc1NC(=O)c1ccc2nc(N3C(=O)CCC3=O)sc2c1	-1	8	0.2	13	4	-3	24	5
O=C(Nc1ccc(Cl)cc1)c1ccc2nsnc2c1	-1	-69	3.1	7	-39	9	-75	0
Cc1ccc(NC(=O)C(OC(=O)c2cnc(C)cn2)c2ccccc2)c([N+](=O)[O-])c1 (stereo not drawn)	-3	-16	-1.6	6	-7	17	16	12
O=C(Nc1ccc(S(=O)(=O)Nc2nccs2)cc1)c1ccc(=O)[nH]c1	0	-3	-0.2	16	-8	7	-25	3
CCC(CO)Oc1cc(NC(=O)c2cccc(F)c2)c2ncn(C(C)C)c2c1 (stereo not drawn)	1	-1	2.2	-6	-4	10	5	6
COC(=O)C1(Cc2cc(-c3ccc(OC)cc3OC)no2)CCN(C(=O)OC(C)(C)C)CC1	0	-13	1.1	4	-13	2	19	18
Cc1nc(S(=O)(=O)NC2CCCCC2)c(C#N)c(C)c1Cl	0	13	-0.7	29	-13	25	20	15
O=C(CCc1nc2ccccc2[nH]1)NCc1ccc2c(c1)OCO2	-1	15	-1.1	-9	10	-8	-21	-9
CN(C)S(=O)(=O)c1ccc(C(=O)OCC(=O)c2csc(N3CCCCC3)n2)cc1	-2	8	0.9	-1	6	16	-15	13
COc1ccccc1OCc1ccc(C(=O)N(C)c2ccccc2)o1	-4	-3	5.0	2	-8	8	14	20
Cc1ccc(-n2c(=S)[nH]c3sc4c(c3c2=O)CCC4)cc1	-5	-7	1.2	27	16	36	2	24
Cn1c(=O)c2c(nc(N3CCc4ccccc4C3)n2Cc2ccc(Br)cc2)n(C)c1=O	0	6	-2.1	8	-11	-4	7	1
COc1ccc(NC(=O)c2sc3ncn(CC(=O)N4CCCCC4)c(=O)c3c2C)cc1OC	-2	8	1.4	-3	16	12	26	-10
Cc1ccc(C(=O)Oc2cccc(NC(=O)c3ccccc3)c2)cc1C	3	-3	1.1	11	0	17	4	31
Cc1cccc(C)c1NC(=O)CSc1nc(-c2ccco2)cc(C(F)(F)F)n1	-2	27	2.3	-21	2	5	28	-49
O=C(C1CC1)N1CCc2cc(Br)cc(S(=O)(=O)NCCCN3CCCCC3)c21	-2	-23	1.5	-9	4	-4	11	7
CC(C)Cn1c(N)c(C(=O)COC(=O)CCc2nc3ccccc3c(=O)[nH]2)c(=O)n(C)c1=O	-4	2	-0.7	0	-1	-12	5	-1
COc1cc(/C=C(\NC(C)=O)C(=O)Nc2cccc(O)c2)ccc1OC(C)=O	0	-8	-0.5	-6	14	-8	17	-1
CCN(CC(=O)NCc1ccncc1)S(=O)(=O)c1ccccc1	-6	-6	0.0	-25	11	21	28	11
